PMI inhibition: MPI inhibition at elevated mannose 6-phosphate – biochemical, fluorescence intensity, high mannose 6-phosphate, primary screen (AID 1220) | recombinant PMI enzyme, coupled fluorescence intensity; higher % means a stronger effect | one-dose inhibition, % at 20 µM; IC50 in µM for titrated hits | 190,000 compounds, 0.66% hits
ER stress rescue: rescue of cells from ER stress-induced death, primary screen, 384-well, CSM14.1, thapsigargin, ATP luminescence (AID 1222); CSM14.1 thapsigargin-induced death rescue, ATP luminescence; higher % means a stronger effect; 190,000 tested, under 10 active; cellular ATP content (survival), % at 20 µM, or EC50 in µM where a hit was titrated;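 active = EC50 below 50 µM in the dose-response confirmation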;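 also: death triggered by thapsigargin at about 15 µM added after 2 h compound pretreatment; cell ATP read after overnight thapsigargin exposure of roughly 18 to 22 hours; normalized against plate controls of thapsigargin alone and 5% DMSO vehicle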
Insulin prom up: MIN6 insulin promoter up-regulation | MIN6 insulin promoter-GFP reporter, high-content imaging; hits give high values | 190,000 compounds, 0.3% hits | z-score at 5 µM | AID 1625;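 active = z-score above 3 at 5 µM with at least 500 cells counted in the well; inconclusive = wells under 500 cells, flagged as cytotoxic or low count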
PMI inhibitors: MPI enzyme activity inhibition – biochemical, fluorescence intensity, coupled assay, primary screen (AID 1209); purified PMI enzyme, coupled fluorescence intensity; higher % means a stronger effect; one-dose inhibition, % at 20 µM; IC50 in µM for titrated hits; 190,000 compounds, 0.42% hits;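 also: plate controls were DMSO vehicle for no effect and wells lacking substrate for full effect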
RSV CPE inhibition: RSV antiviral activity via CPE protection, HEp-2 cells, primary 10 µM value included (AID 2391); HEp-2 cells, RSV-induced CPE inhibition; higher % means a stronger effect; 310,000 compounds, 0.13% hits; one-dose CPE inhibition, % at 10 µM; IC50 in µM for titrated hits; in the data active = a potency from the dose series; inconclusive = CPE inhibition mostly from about 23% at the one dose, without a potency; inactive = the rest, 99 in 100 with CPE inhibition below about 21%; also: strong numbers were not always called active
Salmonella PhoP GFP: inhibitors of PhoP regulon expression, primary screen, Salmonella Typhimurium, GFP reporter (AID 1863); S. Typhimurium PhoP-regulated promoter GFP reporter, 4 h; higher % means a stronger effect; inhibition, % at 50 µM, or IC50 in µM where a hit was titrated; 300,000 compounds, 0.16% hits;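 active = inhibition over 29.93%, a cutoff 3 SD above the screen mean, later confirmed by dose response; inconclusive = inhibition over 29.93% but no dose response follow-up; inactive = inhibition at most 29.93% or unconfirmed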;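 also: 0% = low Mg2+ inducing control and 100% = high Mg2+ repressing control; strong numbers were not always called active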
TNAP activation fold: human TNAP enzyme activators, primary screen, biochemical, luminescent, no phosphate acceptor, uHTS (AID 1001); purified TNAP, luminescent activation assay, no phosphate acceptor; higher activation fold means a stronger effect; activation fold at 20 µM; hits with a dose series show EC50 in µM; 200,000 compounds, 0.03% hits; in the data active = activation fold from about 3, or a potency from the dose series; inactive = the rest, 99 in 100 with activation fold below about 1.6; also: many of its hits are not listed in these tables
Large T inhibition: TAg ATPase/helicase activity blockers – biochemical (AID 1903); 310,000 compounds, 0.39% hits; SV40 large T antigen ATPase/helicase inhibition assay; higher % means a stronger effect; one-dose inhibition, % at 20 µM; IC50 in µM for titrated hits; in the data active = a potency from the dose series; inconclusive = inhibition mostly from about 32% at the one dose, without a potency; inactive = the rest, 99 in 100 with inhibition below about 32%; also: strong numbers were not always called active
West Nile virus CPE: West Nile virus antiviral activity, cell-based, CPE readout (AID 1621); West Nile virus-infected cells, CPE inhibition; higher % means a stronger effect; CPE inhibition, % at 10 µM, or IC50 in µM where a hit was titrated; 290,000 compounds, 0.02% hits; in the data active = a potency from the dose series; inconclusive = CPE inhibition mostly from about 3.7% at the one dose, without a potency; inactive = the rest, 99 in 100 with CPE inhibition below about 2.2%; also: strong numbers were not always called active
Insulin prom up cell count: recorded beside Insulin prom up, whose call it bears; cell count; measured here: cytotoxicity, nuclei count;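 total cells summed across four imaged fields per well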
Starred values were filed as active, the others as inactive. Rule as the data show it, unless noted: active = inhibition above about 50%; inactive = the rest.

For Cc1ccc(-c2nn(-c3ccccc3)cc2NC(=O)c2ccccc2)cc1 the results were PMI inhibition 2%, ER stress rescue 0.0%, Insulin prom up 0.27, PMI inhibitors 4%, RSV CPE inhibition 2.2%, Salmonella PhoP GFP -3%, TNAP activation fold 1.1, Large T inhibition -1%, West Nile virus CPE -0.9% and Insulin prom up cell count 1377.
Screening COc1ccc(OC(=O)c2cccc(S(=O)(=O)N3CCCC3)c2)cc1 returned PMI inhibition 5%, ER stress rescue -2.0%, Insulin prom up 0.5, PMI inhibitors 4%, RSV CPE inhibition -0.6%, Salmonella PhoP GFP 3%, TNAP activation fold 1.1, Large T inhibition 2%, West Nile virus CPE inconclusive and Insulin prom up cell count 1266.
`C(=C\c1ccco1)/C=N/n1cnnc1` gave PMI inhibition 49%, ER stress rescue -0.5%, PMI inhibitors 20%, RSV CPE inhibition 0.3%, Salmonella PhoP GFP 6%, TNAP activation fold 1.1, Large T inhibition 22% and West Nile virus CPE 0.2%.
Screening Cc1ccc(C(=O)NC(=S)Nc2ccc(N3CCN(C(=O)c4ccco4)CC3)cc2)cc1 returned RSV CPE inhibition 3.4%, Salmonella PhoP GFP 8%, Large T inhibition 3% and West Nile virus CPE 0.0%.
`Cc1cc(C(=O)OCC(=O)NCCCN2CCCC2=O)c2ccccc2n1` gave PMI inhibition 14%, ER stress rescue -0.9%, Insulin prom up 0.2, PMI inhibitors 14%, RSV CPE inhibition -0.1%, Salmonella PhoP GFP 2%, TNAP activation fold 1, Large T inhibition 14%, West Nile virus CPE 0.1% and Insulin prom up cell count 1738.
`CCOc1cc(C)c(S(=O)(=O)NCCCn2ccnc2)cc1C` gave RSV CPE inhibition 7.0%, Salmonella PhoP GFP 1%, Large T inhibition 5% and West Nile virus CPE -0.8%.
Screening Clc1ccc(Oc2cnc3ccccc3n2)cc1 returned PMI inhibition -8%, ER stress rescue -3.5%, PMI inhibitors 0%, RSV CPE inhibition 4.9%, Salmonella PhoP GFP -8%, TNAP activation fold 1, Large T inhibition 3% and West Nile virus CPE inconclusive.
Cc1ccc(S(=O)(=O)N(C)c2ccc(C(=O)N3CCN(Cc4ccc5c(c4)OCO5)CC3)cc2)cc1 was read as PMI inhibition -4%, ER stress rescue 2.8%, PMI inhibitors -2%, RSV CPE inhibition 1.1%, Salmonella PhoP GFP -1%, TNAP activation fold 1.2, Large T inhibition 2% and West Nile virus CPE 0.1%.
Screening CCCc1cc(Nc2cccc(OCC)c2)n2ncnc2n1 returned PMI inhibition 14%, ER stress rescue -0.7%, Insulin prom up -0.48, PMI inhibitors 7%, RSV CPE inhibition -2.0%, Salmonella PhoP GFP 13%, TNAP activation fold 1.1, Large T inhibition 17%, West Nile virus CPE 1.4% and Insulin prom up cell count 1221.
O=C(CNC(=O)c1ccco1)OCC(=O)c1ccc2ccccc2c1 was read as PMI inhibition -2%, ER stress rescue -0.8%, Insulin prom up 0.54, PMI inhibitors -6%, RSV CPE inhibition 2.9%, Salmonella PhoP GFP 2%, TNAP activation fold 1.1, Large T inhibition 6%, West Nile virus CPE 0.3% and Insulin prom up cell count 1697.
`COc1ccc(CNC(=S)Nc2ccc(-c3ccccc3)cc2)cc1` gave PMI inhibition 7%, ER stress rescue -1.3%, Insulin prom up 0.37, PMI inhibitors -5%, RSV CPE inhibition inconclusive, Salmonella PhoP GFP -2%, TNAP activation fold 1.1, Large T inhibition 11%, West Nile virus CPE -0.8% and Insulin prom up cell count 1224.
For COCC(=O)N1CCc2ccc(NC(=O)c3ccccc3Cl)cc2C1 the results were RSV CPE inhibition 1.0%, Salmonella PhoP GFP -1%, Large T inhibition 6% and West Nile virus CPE -0.6%.
Screening Cc1cc(C)cc(NC(=O)N2C3CCCC2CC(NC(=O)C2CC2)C3)c1 (stereo not given) returned RSV CPE inhibition 1.8%, Salmonella PhoP GFP 2%, Large T inhibition 5% and West Nile virus CPE -0.5%.
Screening Cc1cccc(C)c1NC(=O)C1CCN(S(C)(=O)=O)CC1 returned RSV CPE inhibition 1.2%, Salmonella PhoP GFP 7%, Large T inhibition 4% and West Nile virus CPE -0.1%.
`COc1cccc(CN(Cc2cccnc2)S(=O)(=O)c2ccc(-n3cnnn3)c(C)c2)c1` gave PMI inhibition -6%, ER stress rescue 1.8%, Insulin prom up -0.69, PMI inhibitors -4%, RSV CPE inhibition 4.5%, Salmonella PhoP GFP -9%, TNAP activation fold 1.1, Large T inhibition -11%, West Nile virus CPE -0.5% and Insulin prom up cell count 935.
NC(=S)N/N=C1\CCOc2ccc(Cl)cc21 was read as Insulin prom up -0.34, RSV CPE inhibition 17%, Salmonella PhoP GFP -4%, Large T inhibition 10%, West Nile virus CPE -0.4% and Insulin prom up cell count 1448.
COc1ccc(-c2ccc(SCC(=O)N3CCN(c4ccccc4)CC3)nn2)cc1 was read as PMI inhibition -7%, ER stress rescue -0.5%, Insulin prom up -0.2, PMI inhibitors -6%, RSV CPE inhibition 1.1%, Salmonella PhoP GFP -7%, TNAP activation fold 1.1, Large T inhibition 0%, West Nile virus CPE -0.5% and Insulin prom up cell count 1603.
`COc1ccc(-n2c(CNC(=O)COc3ccccc3)n[nH]c2=S)cc1` gave PMI inhibition -7%, ER stress rescue -0.4%, Insulin prom up -0.76, PMI inhibitors -3%, RSV CPE inhibition 1.6%, Salmonella PhoP GFP -2%, TNAP activation fold 1, Large T inhibition 17%, West Nile virus CPE 0.5% and Insulin prom up cell count 1232.
For COc1ccc(CN(C2CCCC2)S(=O)(=O)c2ccc(-n3cnnn3)cc2)cc1OC the results were PMI inhibition 6%, ER stress rescue -2.6%, PMI inhibitors -3%, RSV CPE inhibition 16%, Salmonella PhoP GFP 5%, TNAP activation fold 1.1, Large T inhibition 4% and West Nile virus CPE -0.5%.
`Cc1cc(CN(C)C(=O)CC2C(=O)NCCN2Cc2c(F)cccc2Cl)on1` (stereo not given) gave Insulin prom up 0.4, RSV CPE inhibition 0.2%, Salmonella PhoP GFP -5%, Large T inhibition 14%, West Nile virus CPE -0.2% and Insulin prom up cell count 1157.
Screening FC(F)(F)c1nnc(-c2ccccc2)nc1N1CCOCC1 returned PMI inhibition 4%, ER stress rescue 2.8%, Insulin prom up -0.49, PMI inhibitors 2%, RSV CPE inhibition 0.0%, Salmonella PhoP GFP -10%, TNAP activation fold 1.1, Large T inhibition 1%, West Nile virus CPE 0.2% and Insulin prom up cell count 1853.
For Cc1cc(C(=O)OCC(=O)Nc2cccc(S(=O)(=O)N(C)C)c2)c(C)o1 the results were Insulin prom up 0.01, RSV CPE inhibition 3.9%, Salmonella PhoP GFP -3%, Large T inhibition 7%, West Nile virus CPE 0.2% and Insulin prom up cell count 1115.
For O=C(O)CC1=C(O)C(=O)N(c2ccccc2)C1c1ccc(Cl)cc1 (stereo not given) the results were PMI inhibition 4%, ER stress rescue 3.4%, Insulin prom up -0.38, PMI inhibitors 12%, RSV CPE inhibition 2.4%, Salmonella PhoP GFP 1%, TNAP activation fold 1.1, Large T inhibition 16%, West Nile virus CPE 0.0% and Insulin prom up cell count 813.
`O=C(Oc1cccc(/C=N/Nc2nc(N3CCOCC3)nc(N3CCOCC3)n2)c1)c1ccco1` gave PMI inhibition 9%, ER stress rescue -1.1%, Insulin prom up -0.61, PMI inhibitors 9%, RSV CPE inhibition 2.0%, Salmonella PhoP GFP 2%, TNAP activation fold 1.1, Large T inhibition 3%, West Nile virus CPE 0.5% and Insulin prom up cell count 1470.
COc1ccccc1OCC(=O)Nc1cc(Cl)ccc1Oc1ccccc1 was read as PMI inhibition -5%, ER stress rescue -0.6%, Insulin prom up -0.75, PMI inhibitors 9%, RSV CPE inhibition 6.8%, Salmonella PhoP GFP 10%, TNAP activation fold 1.1, Large T inhibition 0%, West Nile virus CPE -0.6% and Insulin prom up cell count 1375.
`Cc1ccc(C)c(OCC(=O)Nc2ccc(S(=O)(=O)Nc3ccccn3)cc2)c1` gave PMI inhibition 6%, ER stress rescue -0.7%, Insulin prom up -0.41, PMI inhibitors 10%, RSV CPE inhibition 1.9%, Salmonella PhoP GFP 16%, TNAP activation fold 1.1, Large T inhibition -17%, West Nile virus CPE 0.1% and Insulin prom up cell count 1515.
`CCOC(=O)C1CCCN(CC(=O)/C=C2/N(C)c3ccccc3C2(C)C)C1` (stereo not given) gave PMI inhibition 3%, ER stress rescue 1.8%, Insulin prom up -2.2, PMI inhibitors 10%, RSV CPE inhibition 0.2%, Salmonella PhoP GFP -5%, TNAP activation fold 1.1, Large T inhibition -2%, West Nile virus CPE -0.3% and Insulin prom up cell count 857.
`CCOC(=O)c1ccc(NC(=O)N2CCN(CCc3ccccc3)CC2)cc1` gave PMI inhibition 16%, Insulin prom up 0.14, PMI inhibitors 17%, RSV CPE inhibition -1.4%, Salmonella PhoP GFP -2%, TNAP activation fold 1.1, Large T inhibition 2%, West Nile virus CPE -0.6% and Insulin prom up cell count 1248.
CC(C)OC(=O)C1Cc2ccccc2CN1S(=O)(=O)c1cccs1 (stereo not given) was read as RSV CPE inhibition 3.6%, Salmonella PhoP GFP 4%, Large T inhibition 2% and West Nile virus CPE -1.1%.
For CC(C)c1ccc(C(=O)OC2CCOC2=O)cc1 (stereo not given) the results were RSV CPE inhibition 1.3%, Salmonella PhoP GFP 3%, Large T inhibition -4% and West Nile virus CPE 0.0%.
`c1ccc(Nc2ncnc3c2oc2ccccc23)cc1` gave PMI inhibition -10%, ER stress rescue 4.8%, Insulin prom up 1.1, PMI inhibitors 6%, RSV CPE inhibition 5.0%, Salmonella PhoP GFP 0%, TNAP activation fold 1.1, Large T inhibition 16%, West Nile virus CPE 0.3% and Insulin prom up cell count 1054.
Screening Cc1cccc(NC(=O)[C@H](NC(=O)[C@@H]2Cc3ccccc3CN2)c2ccccc2)c1 returned RSV CPE inhibition -0.2%, Salmonella PhoP GFP 4%, Large T inhibition 1% and West Nile virus CPE -0.6%.

Structures from the list above that have fluorine (two):
`Cc1cc(CN(C)C(=O)CC2C(=O)NCCN2Cc2c(F)cccc2Cl)on1` (stereo not given) gave Insulin prom up 0.4, RSV CPE inhibition 0.2%, Salmonella PhoP GFP -5%, Large T inhibition 14%, West Nile virus CPE -0.2% and Insulin prom up cell count 1157.
Screening FC(F)(F)c1nnc(-c2ccccc2)nc1N1CCOCC1 returned PMI inhibition 4%, ER stress rescue 2.8%, Insulin prom up -0.49, PMI inhibitors 2%, RSV CPE inhibition 0.0%, Salmonella PhoP GFP -10%, TNAP activation fold 1.1, Large T inhibition 1%, West Nile virus CPE 0.2% and Insulin prom up cell count 1853.

High-throughput results: PubChem BioAssay, several laboratories
